HTR5A ag: HTR5A agonism, opioid heterodimer counter-screen; 340,000 compounds, 0.61% hits; HTR5A agonist assay, luminescence, cell-based; activation, % at 9.3 µM; AID 504692; P47898; in the data active = activation mostly above about 9.5%, no sharp cut-off; inactive = mostly below about 7.6%;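 note: 0% = cells with vehicle only and 100% = reference agonist; strong numbers were not always called active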
CDK5 p35 inh: inhibitors of human CDK5/p35 kinase; AID 488839; Recombinant CDK5/p35, ADP-Glo luminescence, 60 min; inhibition, % at 10 µM; 330,000 compounds, 0.01% hits; Q00535+Q15078;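 active = highest replicate inhibition of at least 50% and at least 75% of replicates reaching 50%; inconclusive = only one of the two criteria met; inactive = both criteria failed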;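 note: plate controls were DMSO neutral control for no effect and GW8510 at 10 µM for full effect; many of its hits are not listed in these tables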
Target sequence (Q00535 whole entry, looked up): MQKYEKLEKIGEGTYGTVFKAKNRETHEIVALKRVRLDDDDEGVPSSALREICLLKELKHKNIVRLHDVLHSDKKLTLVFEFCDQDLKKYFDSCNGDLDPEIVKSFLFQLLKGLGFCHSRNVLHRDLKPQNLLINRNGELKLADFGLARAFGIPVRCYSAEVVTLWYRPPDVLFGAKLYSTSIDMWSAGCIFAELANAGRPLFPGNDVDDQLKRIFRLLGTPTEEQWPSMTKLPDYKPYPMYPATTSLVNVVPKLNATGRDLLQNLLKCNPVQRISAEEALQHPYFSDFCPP
Target sequence (Q15078 whole entry, looked up): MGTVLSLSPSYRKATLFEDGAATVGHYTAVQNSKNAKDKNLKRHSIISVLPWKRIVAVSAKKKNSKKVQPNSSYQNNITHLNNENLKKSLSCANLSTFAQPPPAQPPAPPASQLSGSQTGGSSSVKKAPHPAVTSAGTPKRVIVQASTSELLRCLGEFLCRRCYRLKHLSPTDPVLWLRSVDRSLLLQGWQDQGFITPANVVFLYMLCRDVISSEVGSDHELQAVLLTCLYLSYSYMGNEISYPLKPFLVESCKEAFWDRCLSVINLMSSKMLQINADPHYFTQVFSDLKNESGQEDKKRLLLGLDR
Wnt bcat act: activates Wnt/beta-catenin signaling in a reporter cell assay; activator, plate reader; activation, % at 9.35 µM; 300,000 compounds, 1.2% hits; in the data active = activation above about 30%, passing the limit was not always enough; inconclusive = no clear call, values can overlap the other calls;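 note: 0% = neutral control wells and 100% = positive control wells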
SR-BI DiI inh: mouse SR-BI HDL lipid transfer inhibition; ldlA[mSR-BI] CHO cells, DiI-HDL uptake fluorescence, 3 h; Q61009; 320,000 compounds, 0.96% hits; AID 488896; inhibition, % at 12.5 µM;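 active = mean replicate inhibition of at least 70% and a set share of replicates each scoring 70 or more; inconclusive = meets just one of the two criteria; inactive = fails both criteria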;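 note: 0% = median of neutral control wells and 100% = median of positive control wells; values of inactives mirror those of a sister screen read the other way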
SR-BI DiI-HDL act: SR-BI HDL lipid transfer activation; activation, % at 12.5 µM; 320,000 compounds, 0.096% hits; CHO ldlA[mSR-BI] cells, DiI-HDL uptake fluorescence, 3 h; 100 = double the neutral-control signal;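 active = mean replicate activation of at least 60% and every replicate at or above 60%; inconclusive = mean or all-replicate condition met, but not both; inactive = mean below 60% and not all replicates reaching 60%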;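 note: 0% = median plate neutral-control signal and 100% = twice that signal; values of inactives mirror those of a sister screen read the other way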
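Test system: SR-BI-overexpressing, LDLR-lacking CHO cells; Also added: labelled HDL, 10 µg/mL; Measured by: bottom-read cell fluorescence after medium removal, ex 550/em 595 nm; Timing: 3 h uptake period with compound, 37 °C; Buffer or medium: F12, 0.5% BSA, 25 mM HEPES; Doses: single compound concentration, delivered by pin transfer.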
dFosB act: activators of mouse delta FosB homodimer | P13346 | purified delta FosB, TAMRA-CDK5 oligo fluorescence polarization; percent of positive-control signal above neutral wells | activation, % at 25 µM | 340,000 compounds, 0.99% hits;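 active = mean activation above about 17%, with every replicate also reaching it, limit read from the data, passing the limit was not always enough; inconclusive = only one of the two conditions met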;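 note: fluorescence polarization rise as delta FosB binds a TAMRA Cdk5 AP-1 oligo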
Target sequence (P13346 whole entry, looked up): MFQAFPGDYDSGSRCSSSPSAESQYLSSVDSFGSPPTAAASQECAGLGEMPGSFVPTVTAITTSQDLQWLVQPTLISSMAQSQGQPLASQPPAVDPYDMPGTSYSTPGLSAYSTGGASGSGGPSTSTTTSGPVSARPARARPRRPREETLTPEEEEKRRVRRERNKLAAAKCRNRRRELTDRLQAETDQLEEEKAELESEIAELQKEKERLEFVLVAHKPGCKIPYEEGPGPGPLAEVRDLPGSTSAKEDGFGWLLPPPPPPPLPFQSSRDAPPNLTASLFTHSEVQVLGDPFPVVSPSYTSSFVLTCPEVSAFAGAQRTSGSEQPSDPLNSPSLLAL
PvdQ acylase: P. aeruginosa PvdQ acylase inhibition. inhibition, % at 10 µM. 340,000 compounds, 0.063% hits. purified PvdQ acylase, fluorescence plate reader; in the data active = inhibition above about 30%, passing the limit was not always enough; inconclusive = no clear call, values can overlap the other calls;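 note: 0% = vehicle neutral wells and 100% = reference inhibitor wells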
RTF Ca sens act: increases calcium sensitivity of human cardiac regulated thin filaments. P19429+P45379. IANBD-labeled TnC RTF fluorescence at EC20 calcium; 0% EC20 calcium, 100% full calcium. activation, % at 7.2 µM. 340,000 compounds, 0.24% hits. AID 493008;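 active = activation above the mean over all tested compounds plus 3 SD, cut at about 30% in these data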;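 note: rise in fluorescence read as greater calcium sensitivity of cardiac thin filaments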
MITF TRPM1 HTS: MITF TRPM1 promoter activation in melanoma cells; SK-MEL-5 TRPM1-promoter luciferase, 24 h; % of positive control, neutral wells = 0; activation, % at 12.5 µM; 300,000 compounds, 0.75% hits;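 active = mean activation of at least 80% with every replicate also reaching 80%; inconclusive = mean reaches 80% but some replicate falls short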;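 note: 0% = neutral control wells and 100% = parthenolide positive control wells; values of inactives mirror those of a sister screen read the other way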
Rtt109 Vps75: C. albicans Rtt109 histone acetyltransferase inhibition; 330,000 compounds, 0.16% hits; inhibition, % at 34.9 µM; Q5AAJ8; purified Rtt109/Vps75, ThioGlo CoA-SH fluorescence, 4 h;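 active = inhibition of at least 50% in every replicate; inconclusive = best replicate reaches 50% inhibition but some replicates fall short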
Numbers without * were called inactive; ? = inconclusive; nt = no result given.

SMILES | HTR5A ag | CDK5 p35 inh | Wnt bcat act | SR-BI DiI inh | SR-BI DiI-HDL act | dFosB act | PvdQ acylase | RTF Ca sens act | MITF TRPM1 HTS | Rtt109 Vps75
C#CCOCCOCCOCCNc1nc(N2CCN(C(=O)[C@H](CCC(=O)O)n3cc(C(N)CC(C)C)nn3)CC2)nc(N2CCN(C(=O)[C@H](Cc3cc4ccccc4[nH]3)n3cc(C(N)CC(C)C)nn3)CC2)n1 (stereo partly drawn) | 10 | 1.7 | nt | -14 | 14 | 1 | -17 | 1 | -22 | 16
O=c1c2c([nH]n1-c1ccccc1)CCSC2 | -1 | -2.0 | 0 | -11 | 11 | -8 | -13 | -2 | 4 | -4
OC(c1cccc(OCc2ccccc2)c1)c1nnc(-c2ccccc2)o1 (stereo not drawn) | 2 | -0.3 | 1 | -23 | 23 | -11 | -14 | 8 | -7 | 5
Cc1cc(Nc2ccc(C(=O)O)cc2)nc(N)n1 | 5 | -0.5 | 0 | 9 | -9 | 13 | -1 | -3 | nt | 3
O=C(COC(=O)c1ccc(Cl)nc1)Nc1nnc(-c2ccccc2)o1 | -4 | -2.0 | 6 | -9 | 9 | -5 | -7 | 0 | 6 | 1
CC(C)(C)c1cn(-c2ccccc2)c(=S)[nH]1 | 0 | -0.7 | nt | -1 | 1 | -5 | 0 | 3 | nt | 11
Cc1cc(C)n2nc3nc4c(cc3c2n1)CCCC4 | -5 | 0.3 | nt | -12 | 12 | -17 | -12 | 31* | 14 | -171
CCCOc1ccc(/C=C/C(=O)Nc2ccc([N+](=O)[O-])cc2C)cc1OC | 0 | -4.4 | nt | ? | -71 | 0 | -16 | 2 | -6 | -13
CSC[C@H](NC(=O)COc1cc2c(c3oc(=O)c(C)c(C)c13)CCC(C)(C)O2)C(=O)O | -3 | 1.8 | -1 | -14 | 14 | -1 | 10 | -1 | 15 | -1
O=C(O)c1cc(S(=O)(=O)N(Cc2ccccc2)c2ccccc2)ccc1Cl | -1 | 0.3 | 2 | -7 | 7 | -6 | -10 | 0 | -4 | 2
COc1ccc(N2CCN(C(=O)c3ccc4c(Cl)c5c(nc4c3)CCCC5)CC2)cc1 | 11 | -0.8 | -8 | 24 | -24 | 10 | -13 | 0 | nt | 5
CCc1ccc(C(=O)c2cncc(Br)c2)cc1 | 4 | -0.2 | 20 | -29 | nt | 6 | 6 | 0 | 63 | -2
O=C1c2ccccc2C(=O)N1CCOc1ccc(F)cc1 | -2 | -6.5 | 4 | 8 | -8 | -6 | -11 | 5 | nt | 0
CCC(=O)N(Cc1cc2cc(OC)ccc2[nH]c1=O)c1cc(C)ccc1C | 9 | 0.2 | -4 | -16 | 16 | -3 | -7 | -4 | 0 | -13
Cc1cccc(NC(=O)CN(C)S(=O)(=O)c2cccc3cccnc23)c1C | 3 | -0.7 | -3 | -10 | 10 | -4 | 2 | 4 | -9 | 1
CC(C)(C)c1ccc(-c2nc3n(c(=O)c2C#N)CCS3)cc1 | 2 | 2.3 | 1 | -15 | 15 | -15 | -7 | 5 | 7 | 3
COC(=O)C1=C(C)N(c2ccc(C)cc2)/C(=C/c2ccc(O)cc2)C1=O | -1 | 0.3 | 0 | 51 | -51 | -7 | -13 | -3 | -15 | 0
COC(=O)c1c(NC(=O)CN2CCCc3ccccc32)sc(C)c1C | -3 | 0.4 | -9 | 45 | -45 | -3 | -11 | 6 | -11 | 2
CC(=O)NC12CC3CC(C1)CC(C(=O)OCC(=O)c1cc(C)n(C)c1C)(C3)C2 | 2 | -0.2 | -3 | -5 | 5 | -4 | 2 | -5 | 25 | -2
COc1c(C(=O)NNC(=O)c2ccccc2)csc1Br | -5 | 1.0 | 39* | -2 | 2 | -2 | -9 | -4 | 59 | 3
O=C(c1cnn(C(=O)c2ccco2)c1)c1cc(Cl)cc(Cl)c1O | 8 | -1.4 | -8 | -7 | 7 | -9 | -9 | -1 | 6 | 3
CCCCc1cc(=O)oc2cc(OC3CCCCC3=O)ccc12 (stereo not drawn) | 3 | 1.7 | -1 | 18 | -18 | -13 | -9 | 0 | 8 | -6
Cc1occc1C(=O)NCCc1ccc(Cl)cc1 | -3 | 0.2 | nt | -8 | 8 | 0 | -10 | 0 | 42 | 10
Cc1ccc(C)c(C(=O)CSc2n[nH]c(C(C)C)n2)c1 | -1 | 3.8 | 8 | 1 | -1 | -9 | -13 | 22 | nt | -4
O=C(NCc1ccco1)c1ccc(N2CCCCC2)c([N+](=O)[O-])c1 | 0 | -0.1 | 0 | 7 | -7 | 5 | 4 | -5 | 23 | 3
c1ccc(CN2CCCC3(CCCN(Cc4nc(COc5ccccc5)no4)C3)C2)cc1 (stereo not drawn) | 2 | -1.7 | -5 | 8 | -8 | -7 | -10 | 2 | -5 | nt
O=C(c1cccc(NC2=NC3CS(=O)(=O)CC3S2)c1)N1CCN(c2ncccn2)CC1 (stereo not drawn) | 4 | 1.0 | -5 | -12 | 12 | -2 | -6 | 1 | -4 | -3
Cc1ccccc1C(=O)NCCNc1ccc([N+](=O)[O-])cc1 | 3 | -5.5 | -1 | 9 | -9 | 0 | -4 | 0 | -13 | -3
COc1ccc(C(=O)Nc2nnc(SCC(=O)Nc3ccc(NC(C)=O)cc3)s2)c(OC)c1 | 0 | -2.5 | 36* | -60 | 60 | 5 | -20 | 4 | 52 | -26
CN(c1ccc(C(=O)Nc2cccc(O)c2)cc1)S(=O)(=O)c1ccccc1 | 2 | -0.6 | 5 | 32 | -32 | -5 | -15 | 2 | 44 | 5
COCCCNC(=O)CSC1=Nc2ccccc2C2=NC(CC(=O)NCc3ccccc3)C(=O)N12 (stereo not drawn) | 5 | -1.3 | -4 | 14 | -14 | -9 | 9 | -3 | nt | 6
COc1ccccc1CCNC(=O)C(=O)NCC1OCCCN1S(=O)(=O)c1cc(C)ccc1C (stereo not drawn) | -9 | -2.3 | 0 | 40 | nt | -14 | -8 | 6 | -5 | 22
Cc1ccc(NC(=O)c2ccncc2)cc1[N+](=O)[O-] | -3 | 1.2 | 1 | nt | nt | -1 | -11 | 1 | 9 | -1
COc1cc(NC(=O)C2CCCN(c3ncccn3)C2)cc(OC)c1 (stereo not drawn) | 0 | -3.5 | -3 | 40 | -40 | -8 | -11 | 5 | nt | -3
C#CCSC1=C(C#N)C(c2cccs2)C(C(=O)OCC)=C(C)N1 (stereo not drawn) | 6 | 0.3 | nt | 1 | -1 | -15 | -9 | 5 | 3 | 6
COc1ccccc1NC(=S)N(C(C)C)C(C)c1ccccn1 (stereo not drawn) | -5 | 0.6 | 0 | 15 | -15 | 1 | -14 | 1 | -17 | -1
COc1cccc(/C=N/n2c(=S)n(C)c3cc(C)c(C)cc32)c1OC | 2 | -0.6 | nt | 29 | -29 | -2 | -6 | -2 | 19 | -2
CCCCc1c(C)c(C#N)c2nc3ccccc3n2c1NCCN(C)C | 1 | 1.1 | 0 | 42 | -42 | -6 | -16 | -5 | -1 | -4
COc1ccc(N(CC(=O)N2CCCCCC2)S(=O)(=O)c2c(C)[nH]c(=O)[nH]c2=O)cc1 | 5 | 3.1 | 1 | -17 | 17 | 3 | -2 | 1 | nt | -2
COc1cc2nc(C3CCC3)n(NC(=O)C(OC(C)=O)c3ccccc3)c(=O)c2cc1OC (stereo not drawn) | -4 | 3.5 | nt | 26 | -26 | -5 | 0 | -3 | -3 | 3
CC(Nc1ccc(Cl)c(Cl)c1)C(=O)NN (stereo not drawn) | -2 | 1.5 | 8 | -15 | 15 | 2 | -9 | 8 | 7 | -1
CC(NC(=O)CCC(=O)c1cccs1)c1ccccc1 (stereo not drawn) | 0 | -1.5 | -1 | -26 | 26 | 2 | -11 | 0 | 5 | -2
COc1cc(-c2nnc3sc(-c4ccncc4)nn23)cc(OC)c1OC | 3 | 1.1 | -1 | 22 | -22 | -6 | -10 | -1 | 10 | 6
O=C(NCc1cccnc1)C(=O)Nc1nc2ccccc2s1 | -3 | 0.2 | ? | -14 | 14 | 1 | -7 | 1 | 16 | 4
O=C1c2cccc3c([N+](=O)[O-])ccc(c23)C(=O)N1c1nccs1 | -5 | 1.0 | nt | -42 | 42 | 4 | -12 | 2 | -59 | 2
O=C(NN=Cc1ccccc1OC(F)F)c1cccc(S(=O)(=O)N2CCCC2)c1 | -2 | -1.2 | 0 | 72* | -72 | -17 | -4 | -4 | -4 | -2
CC(C)(C)NC(=O)COc1ccc(CNc2ccc3[nH]c(=O)[nH]c3c2)cc1 | -2 | -1.0 | 3 | -8 | 8 | -2 | -4 | 3 | 2 | -1
Cc1nc2cc(NC(=O)CS(=O)(=O)c3ccccc3)ccc2s1 | 0 | 3.9 | 7 | -8 | 8 | -1 | 11 | -6 | 50 | 5
CCC(=O)OCC(=O)Nc1cc([N+](=O)[O-])ccc1Cl | -6 | -2.5 | 0 | -13 | 13 | 4 | -8 | -5 | -1 | -9
Cn1cccc1-c1cc(C(=O)N/N=C/c2cc(Br)ccc2O)[nH]n1 | 14 | -1.2 | -2 | 105* | -105 | ? | -8 | -9 | -63 | 8
Nc1nnc(CCc2ccccc2)s1 | -1 | 0.3 | -3 | -17 | 17 | -7 | -5 | -1 | nt | nt
Cc1ccc(-c2noc(CCC(=O)NCc3ccco3)n2)cc1 | -2 | 0.9 | nt | -1 | 1 | -3 | -2 | -3 | 14 | 1
COc1ccccc1CNS(=O)(=O)c1ccc2c(c1)N(C(C)=O)CCO2 | 4 | 1.8 | -3 | 5 | nt | -8 | 0 | 2 | -6 | -12
COc1ccc(/C=N/NC(=O)C(=O)NCc2cccnc2)cc1 | -3 | -0.8 | 4 | -8 | 8 | -5 | -5 | -2 | -10 | -7
CCOC(=O)n1cc(C(=O)c2ccccc2O)cn1 | 1 | 0.0 | -3 | -11 | 11 | -1 | 0 | -1 | 2 | 1
CC(=O)N1CCN(c2ccc(Nc3nc(C)nc4c3oc3ccccc34)cc2)CC1 | 0 | -2.1 | nt | 44 | -44 | -10 | -8 | 3 | -7 | -9
CC(C)Nc1nc(NC(C)C)nc(N(C)n2cnnc2)n1 | 1 | -1.3 | 1 | 2 | -2 | -5 | -5 | 1 | nt | -1
COC(=O)C1(C(=O)OC)C(C(=O)c2ccccc2)C1c1ccccc1 (stereo not drawn) | 1 | 0.6 | -2 | 9 | -9 | 1 | 3 | -1 | -2 | 0
O=C(O)C1(P(=O)(c2ccc(Cl)cc2)c2ccc(Cl)cc2)CCCC1 | 0 | 1.9 | -9 | -21 | 21 | -4 | -10 | -4 | 53 | 1
COc1ccccc1NC(=O)C(C)OC(=O)C1CCN(S(=O)(=O)c2ccccc2C(F)(F)F)CC1 (stereo not drawn) | 0 | -7.5 | -3 | 14 | -14 | -21 | -9 | 8 | -5 | 0

Screening data (PubChem)

Compounds as they come. Share with any hit: about 4.4%.
